High-throughput results deposited in PubChem BioAssay by several laboratories.
GASC-1 inh – inhibitors of human GASC-1 (JMJD2C) demethylase; AID 2099; hit rate 0.069% among 330,000; Q9H3R0; inhibition, % at 2.35 µM; GST-JMJD2C(1-420) H3K9me3 demethylation, DELFIA europium;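 active = more than half of a compound's replicate wells show inhibition beyond 50%, single wells judged on their own value; inconclusive = some, but no more than half, of replicates pass 50% inhibition; inactive = no replicate passes 50% inhibition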;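 also: signal counts dimethyl H3K9 product captured on neutravidin plate; 0% = median of DMSO wells and 100% = 0.3 times that DMSO median; strong numbers were not always called active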
Target sequence (Q9H3R0 1-420 limits assumed): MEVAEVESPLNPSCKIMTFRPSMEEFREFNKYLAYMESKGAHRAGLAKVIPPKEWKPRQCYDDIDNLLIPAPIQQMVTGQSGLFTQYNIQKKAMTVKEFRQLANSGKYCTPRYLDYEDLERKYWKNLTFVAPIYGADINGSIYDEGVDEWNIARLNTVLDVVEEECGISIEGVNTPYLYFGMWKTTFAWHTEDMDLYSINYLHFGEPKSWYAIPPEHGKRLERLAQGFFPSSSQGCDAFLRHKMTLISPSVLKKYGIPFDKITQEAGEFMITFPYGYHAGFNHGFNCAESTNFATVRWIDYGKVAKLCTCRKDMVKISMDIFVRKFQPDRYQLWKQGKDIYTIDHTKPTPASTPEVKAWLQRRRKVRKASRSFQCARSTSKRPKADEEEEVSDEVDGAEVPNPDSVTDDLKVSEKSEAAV
HCV core dimer – HCV core protein dimerization inhibition; TR-FRET GST/Flag-core106 dimerization, 1536-well; inhibition, % at 5 µM; hit rate 0.33% among 300,000; AID 1899;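 active = inhibition above the mean of all tested compounds plus 3 SD, set per screening campaign, cut at about 45% in these data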
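Assay system: Tagged HCV core106 pair (GST and Flag) | Buffer or medium: KF-containing HEPES buffer, pH 7.45, DTT, CHAPS, BSA | Also added: Eu donor and XL665 acceptor anti-tag antibodies | Dosing: One concentration, 5 µM, in 0.5% DMSO | Timing: 4 h at 22.5 °C | Technique: TR-FRET 671 and 617 nm emission | Repeats: Singlicate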
PREPL inh – human PREPL enzyme inhibition. recombinant PREPL, fluorescence polarization activity-based probe. AID 2751. Q4J6C6. hit rate 0.68% among 320,000. inhibition, % at 5.96 µM; in the data active = inhibition above about 43%;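 also: 0% = enzyme with DMSO and 100% = wells lacking enzyme; many of its hits are not listed in these tables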
CTSL1 counter – cathepsin L1 inhibition, PFM18AAP counter-screen; recombinant F. hepatica cathepsin L1, Z-Leu-Arg-MCA fluorescence; inhibition, % at 5.96 µM; hit rate 0.49% among 300,000; AID 1906;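 active = inhibition above the mean of all tested compounds plus 3 SD, set per screening campaign, cut at about 17% in these data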;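 also: 0% = plate median of test compound wells and 100% = 1 µM Z-Phe-Ala-diazomethylketone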
PP5 primary – blocks human protein phosphatase 5 activity; P53041; purified PP5c, OMFP substrate fluorescence; inhibition, % at 6.7 µM; hit rate 0.18% among 320,000;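 active = inhibition above the campaign's mean inhibition across all tested compounds plus 3 SD, cut at about 9.5% in these data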;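 also: 0% = DMSO only and 100% = 100 µM cantharidin control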
Target sequence (P53041 whole entry, looked up): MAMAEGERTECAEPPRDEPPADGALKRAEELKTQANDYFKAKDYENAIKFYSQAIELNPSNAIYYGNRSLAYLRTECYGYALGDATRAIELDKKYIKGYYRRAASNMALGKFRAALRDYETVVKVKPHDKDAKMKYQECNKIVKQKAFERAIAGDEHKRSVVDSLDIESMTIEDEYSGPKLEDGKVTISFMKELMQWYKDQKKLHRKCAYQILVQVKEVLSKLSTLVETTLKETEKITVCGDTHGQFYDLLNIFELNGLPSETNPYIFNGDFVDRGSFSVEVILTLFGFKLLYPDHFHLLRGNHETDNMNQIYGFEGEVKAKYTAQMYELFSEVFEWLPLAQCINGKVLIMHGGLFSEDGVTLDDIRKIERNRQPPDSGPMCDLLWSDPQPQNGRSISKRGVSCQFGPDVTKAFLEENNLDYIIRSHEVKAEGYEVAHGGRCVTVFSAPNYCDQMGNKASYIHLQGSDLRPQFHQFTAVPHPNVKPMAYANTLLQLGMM
PP1 inh – blocks human PP1-alpha phosphatase, a PP5 counter-screen; P62136; hit rate 0.9% among 320,000; purified PP1alpha, OMFP fluorescence; inhibition, % at 6.7 µM;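 active = inhibition above the mean inhibition of all tested compounds plus 3 SD, computed separately for each screening campaign, cut at about 15% in these data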
TPT1 inhibitor – C. albicans TPT1 enzyme inhibition | AID 1962 | hit rate 0.81% among 300,000 | inhibition, % at 5 µM | recombinant caTPT1, FP RNA substrate dephosphorylation;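 active = inhibition above the mean of all tested compounds plus 3 SD, set per screening campaign, cut at about 24% in these data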;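 also: plate controls were DMSO alone for no effect and ferristatin control at 100 nM for full effect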
LYPLA2 inh – blocks human lysophospholipase 2, a PME1 counter-screen. O95372. recombinant LYPLA2, FP-Rh probe fluorescence polarization. inhibition, % at 5.9 µM. hit rate 0.38% among 320,000. AID 2177;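 active = inhibition above the screen-wide mean plus 3 SD, limit set per campaign, cut at about 26% in these data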;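 also: 0% = LYPLA2 with DMSO and 100% = wells lacking LYPLA2 enzyme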
Efflux pump mplx – inhibitors of Candida antifungal efflux pumps expressed in yeast; inhibition, % at 10 µM; S. cerevisiae Candida pump triplex, Nile Red efflux; hit rate 0.44% among 330,000;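 active = plate passing quality check with inhibition over a set limit, or well fluorescence over plate mean plus 4 SD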;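 also: Nile Red retained in pooled yeast measured as flow cytometry median fluorescence; 0% = buffer negative control and 100% = Enniatin B positive control; higher means more Nile Red kept so more efflux inhibition; some compounds called inactive have numbers as strong as hits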
* marks the source's active call; other numbers are inactive results; ? = inconclusive; . = not tested or not shown. Some of the compounds tested; the hit share may differ from the screen's.

SMILES | GASC-1 inh | HCV core dimer | PREPL inh | CTSL1 counter | PP5 primary | PP1 inh | TPT1 inhibitor | LYPLA2 inh | Efflux pump mplx
COC(=O)c1ccc(OC(=O)c2ccncc2)cc1O | 3 | -2 | 5 | 2 | -2.4 | -3 | 2 | 1 | -0.2
O=C(OCc1nc2ccc(Cl)cc2n1CCO)c1ccccc1 | -6 | 8 | 1 | -1 | 2.4 | -1 | 1 | -4 | -0.1
C=CCn1c(CSc2ccccc2[N+](=O)[O-])n[nH]c1=S | 5 | 65* | 8 | 0 | 1.9 | 0 | 0 | 5 | 0.1
O=c1c2ccccc2nc(/C=C/c2ccc([N+](=O)[O-])o2)n1CCCO | 12 | -6 | -10 | 3 | 2.6 | -2 | 21 | -4 | 0.3
COc1ccc(NC(=O)C2CCCN(S(=O)(=O)c3ccc4c(c3)CCCN4C(C)=O)C2)cc1 (configuration not stated) | 0 | 0 | 4 | 1 | -1.2 | -2 | 1 | -5 | 0.2
COC(CNC(=O)C(C)n1nc(C)c2ccccc21)OC (configuration not stated) | 9 | 2 | 1 | -1 | -3.4 | -7 | 1 | -4 | 0.0
CCOC(=O)c1c(NC(=O)CSC(=S)N2CCOCC2)sc(C)c1C | 6 | 5 | 3 | 3 | 1.7 | -2 | 2 | 8 | 0.0
S=c1[nH]nc(-c2cccnc2)n1/N=C/C(Cl)=C\c1ccccc1 | -30 | 13 | 6 | -5 | 1.5 | -6 | 1 | -1 | -0.2
COc1ccccc1NC(=S)N1CCC(NC(=O)C23CC4CC(CC(C4)C2)C3)CC1 | -5 | 9 | 5 | 1 | 0.1 | 0 | 1 | -7 | -0.2
CCOC(=O)/C=c1\s/c(=C\c2ccc(-c3ccccc3)cc2)c(=O)n1CC(=O)NCc1ccc2c(c1)OCO2 | 2 | 28 | 4 | -2 | -0.7 | 0 | 1 | 1 | 0.1
CN(c1ccccc1C(=O)N1CCc2ccccc2C1)S(C)(=O)=O | 9 | -1 | 10 | -4 | 0.1 | -3 | -1 | -1 | 0.2
Cc1ccc(Sc2ccc(NC(=O)CCN3C(=O)NC4(CCCC4)C3=O)cc2)c(C)c1 | 7 | . | 18 | . | 6.1 | 4 | . | -6 | 0.5
O=C(NNC(=O)C12CC3CC(CC(C3)C1)C2)c1ccccc1F | 5 | 0 | 19 | 2 | 1.4 | -4 | 3 | 1 | 0.2
Cc1cccc(Nc2ccccc2C(=O)OCC(=O)N2CCOCC2)c1C | -5 | 7 | 7 | 10 | 5.0 | 0 | 2 | -3 | 0.1
CCOC(=O)c1sc2ncnc(Nc3cccc(C(=O)O)c3)c2c1C | 6 | -2 | 4 | -4 | 2.1 | 1 | 4 | 8 | 0.0
O=C(Cc1ccccc1)Nc1ccc(N2CCCC2)cc1 | -3 | 16 | 60* | 1 | 3.5 | 25* | 36* | -9 | 0.0
Cc1csc(Sc2ccc(C(=O)OCC(=O)Nc3ccc(OC(F)(F)F)cc3)cc2[N+](=O)[O-])n1 | 3 | -2 | 4 | 1 | 3.9 | 0 | -2 | -22 | -0.8
CC(C)c1ccc(NC(=O)C2CCN(S(=O)(=O)c3ccc4c(c3)C(C)(C)C(=O)N4C)CC2)cc1 | -10 | 4 | 7 | -4 | 3.2 | 2 | -2 | 1 | 0.2
c1ccc(CN2CCC(Nc3nc(-c4ccccc4)nc4ccccc34)CC2)cc1 | -14 | -1 | -24 | 2 | 5.3 | 7 | 0 | -23 | 0.2
CCOCCn1c(CN2CCN(CCO)CC2)nc2c1c(=O)n(C)c(=O)n2C | -4 | 7 | -4 | -8 | 2.8 | -3 | 0 | 0 | 0.1
CCCCNC(=O)c1onc(CSc2ccncc2)c1C(=O)NCCCC | -17 | 7 | -4 | 3 | 4.4 | 2 | -2 | -11 | 0.1
CC(C)c1nc(Cl)c(C#N)c2c1COC(C)(C)C2 | 1 | 2 | 7 | -2 | -0.8 | -7 | -2 | -1 | -0.1
C/C(=N\NC(=O)COc1ccccc1-c1ccccc1)c1ccc(O)cc1O | -11 | 7 | 11 | 3 | 0.8 | -2 | 1 | -5 | -0.1
O=C(CSc1ncn[nH]1)NC1CCCc2ccccc21 (configuration not stated) | -4 | 3 | 6 | 1 | 0.2 | -3 | -1 | -1 | 0.1
Cc1cccc(N(CC(=O)NC2CCCCC2)C(=O)Cn2nnc(-c3ccc(C)o3)n2)c1 | 14 | 4 | 3 | 1 | -1.3 | -1 | 1 | -6 | 0.1
Remaining list, next part
SMILES | GASC-1 inh | HCV core dimer | PREPL inh | CTSL1 counter | PP5 primary | PP1 inh | TPT1 inhibitor | LYPLA2 inh | Efflux pump mplx
CC(=O)c1c(C)n(CCO)c2ccc(O)cc12 | 1 | -5 | 14 | -5 | 3.9 | -1 | 2 | 6 | 0.1
O=C(Cn1cncn1)NCc1cccc2ccccc12 | -6 | 4 | 10 | -3 | 2.0 | 0 | 4 | 3 | 0.9*
CC(C)(C)OC(=O)N[C@@H](C(=O)OC(C)(C)C)c1ccc(C(F)(F)F)cc1 | 5 | . | 11 | . | 2.0 | -4 | . | -5 | 0.2
CCOc1cc2[nH]c(=S)n(Cc3ccc(C(=O)NCCCN4CCOCC4)cc3)c(=O)c2cc1OCC | 4 | -3 | 4 | 0 | 1.1 | -2 | 1 | -1 | -0.2
O=C(c1ccc(F)cc1)N1CCC(c2ccccc2)C1 (configuration not stated) | -10 | 2 | 12 | -1 | 2.4 | -5 | -1 | 1 | 0.4
COc1cc(/C=N/NC(=O)c2ccncc2)ccc1OCC(=O)Nc1ccccc1 | 0 | -8 | -4 | 3 | -0.4 | 1 | 15 | -10 | 0.1
Cc1nn(CC(=O)Nc2ccc(Br)cc2F)c(=O)c2cccn12 | -3 | -4 | 3 | -3 | 0.6 | -2 | -1 | -1 | 0.1
CC(=O)c1cc2c(cc1NC(=O)CCC1CCCC1)OCO2 | ? | 5 | 4 | -1 | 3.6 | 0 | 2 | -5 | -0.2
Cn1c(=O)n(CCOc2ccc(Cl)cc2Cl)c2ccccc21 | 21 | -6 | -1 | -2 | 1.0 | -3 | 2 | 4 | 0.0
O=C1CNC(=O)N1c1ccc(Cl)cc1 | 11 | -6 | 9 | 1 | 2.4 | 4 | 0 | 3 | -0.2
COc1ccccc1OCC(=O)NNC(=O)c1cnccn1 | 6 | -7 | 12 | -8 | -5.8 | -6 | -2 | -6 | -0.1
CSCC[C@H](NC(=O)OC(C)(C)C)c1nnc(SCC=C(C)C)o1 | 8 | -7 | -6 | 1 | 0.3 | -2 | -3 | -5 | 0.2
COc1ccccc1-n1c(C)cc(/C=C2/C(=N)N3C(=NC2=O)SN=C3S(C)(=O)=O)c1C | 2 | 24 | 5 | 5 | 3.0 | 4 | 0 | -4 | -0.1
COc1ccc(S(=O)(=O)NCCSCc2ccccc2C)cc1Br | -7 | -2 | -21 | 1 | 2.3 | 2 | 0 | -9 | 0.0
CC(=O)Nc1ccc(S(=O)(=O)N[C@@H](C)C(=O)N2CCN(C/C=C/c3ccccc3)CC2)cc1 | . | . | 11 | . | 1.0 | -4 | . | 0 | 0.1
COC(=O)c1ccc(N2CCCCC2)c(N)c1 | -3 | 1 | -3 | 2 | 1.2 | 0 | 0 | 9 | -0.1
COc1ccc(/C(C)=N\NC(=O)CSc2nnc(C)s2)cc1 | -11 | -7 | 10 | 3 | -0.6 | 19* | -3 | 0 | 0.1
Cc1cnccc1CNC(=O)C1CCC(=O)N(Cc2ccc(Cl)cc2)C1 (configuration not stated) | 3 | -8 | -8 | 1 | 1.1 | 3 | 2 | 3 | 0.1
CCOC(=O)NC(=O)c1cn(C(CC)CO)c(=O)[nH]c1=O (configuration not stated) | 3 | 0 | -2 | -2 | 2.5 | -1 | -3 | 2 | -0.1
COc1ccc2c(c1)c1ncn(Cc3ccccn3)c(=O)c1n2C | -4 | -1 | -5 | 3 | 0.1 | -4 | -1 | -4 | -0.1
COc1cc(CN(C(=O)c2ccco2)C2CCS(=O)(=O)C2)cc(OC)c1OC (configuration not stated) | -10 | 3 | -3 | 2 | -0.6 | -4 | -1 | 4 | -0.1
COC(=O)c1ccc(N=NN2CCOCC2)cc1 | 2 | -8 | 10 | -2 | -0.5 | -3 | -5 | 7 | 0.0
O=C(Nc1cccc(-c2cccc(F)c2)c1)C1CCN(Cc2ccc(CO)o2)CC1 | 45 | -6 | -9 | 1 | 4.5 | 3 | -2 | 0 | -0.1
COc1ccc(OC)c(-n2c(-c3cc(-c4ccco4)[nH]n3)n[nH]c2=S)c1 | 1 | 3 | 1 | 0 | 1.8 | -3 | -1 | 0 | 0.1
CC1CCN(c2nc3ccc(C(=O)NCCCN4CCCCC4)cc3s2)CC1 | 7 | -2 | 8 | 2 | -3.1 | 1 | -5 | -9 | 0.2
(cont.)
SMILES | GASC-1 inh | HCV core dimer | PREPL inh | CTSL1 counter | PP5 primary | PP1 inh | TPT1 inhibitor | LYPLA2 inh | Efflux pump mplx
O=C1c2ccccc2S(=O)(=O)c2cc(N3CCN(C(=O)c4ccccc4)CC3)ccc21 | -3 | 11 | 3 | 1 | 0.3 | 1 | 35* | 0 | -0.1
CC(O)CN1C(=O)C(CC(=O)Nc2ccc(Cl)cc2)SC1=Nc1ccccc1 (configuration not stated) | 1 | 1 | -13 | -6 | 5.3 | 1 | -2 | -2 | 0.0
Cc1cc(Nc2ccc(F)cc2)nc(N)n1 | -7 | 1 | -10 | -4 | -1.0 | -3 | -2 | -4 | -0.1
CCOCCCNC(=O)c1ccc(CS(=O)(=O)Cc2ccccc2F)o1 | 7 | 0 | 0 | 4 | -2.4 | -6 | 1 | 0 | 0.0
COc1cc2c(cc1OC)C(c1cccs1)N(C(=O)c1cccc(S(=O)(=O)N(C)C)c1)CC2 (configuration not stated) | 0 | 9 | 4 | -3 | -0.8 | -6 | -2 | 6 | 0.1
CC(=O)NCCC(=O)Nc1cc(S(=O)(=O)N2CCOCC2)ccc1Oc1ccc(F)cc1 | 0 | 0 | -1 | -5 | -2.2 | -7 | 3 | 1 | -0.1
COc1ccc(NC(=O)/C(=C/c2ccc3c(c2)OCO3)NC(C)=O)cc1 | 19 | 3 | 1 | -2 | 1.1 | -6 | 0 | -4 | -0.2
CC(C)Cn1c(N)c(C(=O)COC(=O)c2ccc(O)cc2O)c(=O)n(C)c1=O | -1 | 1 | 0 | 2 | 0.3 | -2 | 0 | 0 | 0.2
CCN(CC)S(=O)(=O)c1ccc(OC(C)C)c(NC(=O)c2c3c(nc4ccccc24)CCN(Cc2ccccc2)C3)c1 | -6 | 22 | -2 | 2 | -0.3 | 9 | -4 | -3 | -0.2
O=C(NCc1ccccc1)c1ccccc1OCC(=O)N1CCCCC1 | 0 | -2 | -1 | -2 | 4.1 | 5 | -5 | -3 | 0.0
CCCc1c(C)[nH]c2nc3ccccc3n2c1=O | -4 | -3 | 13 | -4 | -1.6 | 0 | -2 | 6 | -0.1
COc1ccc(CN2CC(C(=O)NCCc3ccc(Cl)cc3)CC2=O)cc1 (configuration not stated) | 11 | -4 | -28 | 5 | -4.2 | -1 | -2 | 13 | -0.1
COc1ccc(NC(=O)c2ccc(N3CCOCC3)nc2)cc1 | 4 | 14 | 4 | 2 | 2.3 | 0 | 3 | 2 | 0.0
CC(C)(C)NC(=O)c1cccc(NC(=O)c2cccc(O)c2)c1 | 6 | 1 | 2 | 0 | 0.2 | -2 | -3 | 0 | -0.2
